# High-throughput results: PubChem, National Center for Advancing Translational Sciences (NCATS)
# Nrf2 activator: activates Nrf2 signaling | Potency, µM (titrated, usually from 46.1 µM), for inactives: at the top dose activation, actives largely listed as activators | 410,000 tested, 0.31% active | AREc32 ARE-luciferase reporter (MCF7-derived line), luminescence, 24 h | AID 624171; also: potency is read from the fitted curve at half-maximal effect; % of control where 0% means no effect; nearly all actives have a fitted effect of over 65% in size
#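 AREc32_Fluc, 1000 cells/well, OPTI-MEM + 5% FBS, o/n 37 deg C 5% CO2; 23 nL cpd by pin tool, 24 hr; Steady-Glo 30 min RT, luminescence.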
# TGFb SMAD3 inh: inhibitors of TGF-b signaling; HepG2 CAGA-GFP TGF-b/SMAD3 reporter, GFP fluorescence, 18 h; TGF-beta stimulated, 500 pg/mL final; Potency, µM (titrated, usually from 46.1 µM), for the others: top-dose activity, negative = inhibition, most hits filed as inhibitors; 410,000 tested, 1.2% active; also: potency is read from the fitted curve at half-maximal effect; % is scaled to controls: 0 for no effect and ±100 for the full control effect; nearly all actives have a fitted effect of over 65% in size
#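 Using HEPG2 CAGA-GFP reporter cells at 1000 cells/well, we pinned test compounds, stimulated with recombinant TGF-beta (500 pg/mL final) and measured total well GFP after 18 h.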
# A549 tox: kills or reduces viability of A549 cells in Nrf2 counter-screen; Potency, µM (doses to about 46 µM), inactives show at the top dose activity change, negative = cytotoxicity, most hits filed as inhibitors; A549 ARE-Fluc cells, CellTiter-Fluor viability, 18-24 h; 390,000 tested, 0.16% active; AID 504648; also: potency is read from the fitted curve at half-maximal effect; % is scaled to controls: 0 for no effect and ±100 for the full control effect
#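 Cytotoxicity counterscreen: CellTiter-Fluor fluorescence was measured in A549 ARE_Fluc cells after 18-24 h of compound exposure in a concentration series. The subsequent BugLite luminescent read reports ARE-luciferase activity.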
# CCT modulator: changes cytosolic chaperonin activity; purified chaperonin ATPase assay, HTRF ADP detection, 30 min; activity change, % (no concentration beside the values), hits read low; 360,000 tested, 0.3% active; AID 651819; in the data active = activity change below about -30%; also: % is scaled to controls: 0 for no effect and ±100 for the full control effect
#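 TRiC (40 or 20 nM final, by batch activity) in 30 mM Tris pH 7.4, 100 mM KCl, 5 mM MgCl2, 1 mM DTT was treated with compound at 76 uM single dose, then 10 uM ATP, 30 min at 37 °C. ADP was read by HTRF Transcreener.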
# HepG2 tox: kills HepG2 cells in TGF-b inhibitor counter-screen; Potency, µM (series often up to 46.1 µM), inactives show at the highest dose activity change, negative = cytotoxicity, usual class: cytotoxic; 410,000 tested, 0.76% active; HepG2 CAGA-GFP viability, ATP luminescence, 18 h; also: potency is read from the fitted curve at half-maximal effect; some results filed as inactive show a strong effect at the top dose
#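 HepG2 CAGA-GFP cells (1000/well, DMEM with 1% FBS) received compound, then TGF-beta at 500 pg/mL final, and were incubated 18 hours at 37 degrees C. Viability was read by CellTiter-Glo luminescence. Media-only wells were set as complete cell-killing and DMSO as no toxicity.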
# ATXN viability: reduces viability in counter-screen for ATXN expression inhibitors; S2 cells (HEK-293 line with an ATXN2-luciferase reporter) viability, CellTiter-Fluor protease fluorescence, 24 h; Potency, µM (series often up to 56.7 µM), usual class: cytotoxic; 400,000 tested, 0.49% active; also: potency is read from the fitted curve at half-maximal effect; nearly all actives have a fitted effect of over 40% in size
# Nrf2 inh: inhibitors of Nrf2 signaling; A549 ARE-Fluc reporter, luciferase luminescence, 18-24 h; 360,000 tested, 2.1% active; AID 504444; Potency, µM (titrated, usually from 46 µM), for the others: at the highest dose activity change, negative = inhibition, actives largely listed as inhibitors; also: potency is read from the fitted curve at half-maximal effect; % is scaled to controls: 0 for no effect and ±100 for the full control effect; nearly all actives have a fitted effect of over 60% in size
#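 Quantitative HTS in A549 cells stably bearing an antioxidant response element-firefly luciferase construct. Inhibition of Nrf2-driven transcription was scored by luminescence after 18-24 h of compound exposure at 37 °C.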
# Akt phos inh: blocks phosphorylation of Akt; Neuro2A IGF-stimulated pAkt S473 HTRF, 20 min; active compounds read low; activity change, % for hits at 50 µM; 360,000 tested, 0.32% active; AID 651550; in the data active = activity change below about -80%; inconclusive = mostly about -51% to -80%; also: % is scaled to controls: 0 for no effect and ±100 for the full control effect
#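 Neuro2A cells (4,500/well, DMEM with 0.5% FBS) were treated with compound at a single 50 µM final concentration, stimulated with 6 nM IGF for 20 min at 37 °C, and lysed. Phospho-Akt Ser473 was read by HTRF as 665/615 ratio ×10^4.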
# Mm-Cpn inhibitor: blocks the Methanococcus maripaludis chaperonin Mm-Cpn; purified Mm-Cpn ATPase, ADP Transcreener TR-FRET; Potency, µM (highest dose often 76.9 µM), for inactives: top-dose activity, negative = inhibition, hits mostly inhibitors; 330,000 tested, 0.031% active; also: potency is read from the fitted curve at half-maximal effect; % is scaled to controls: 0 for no effect and ±100 for the full control effect; nearly all actives have a fitted effect of over 80% in size
#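 25 nM Mm-CPN + cpd, 10 min 37°C; + 10 uM ATP, 30 min 37°C; buffer 30 mM Tris pH 7.4, 100 mM KCl, 5 mM MgCl2, 1 mM DTT; Transcreener ADP HTRF detection 30 min RT.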
# * hit, by the source's call; i = inactive; ? = inconclusive; . = no result given; [ ] = remark or other dose. Unless noted, calls follow the shape of the dose curve; as a rule, active = well fitted curve in the direction sought with a large enough effect; inconclusive = small, poorly fitted or top-dose-only effect, or another doubt; inactive = no such curve, though single readings can be large; an effect the other way counts as inactive or inconclusive.
SMILES,Nrf2 activator,TGFb SMAD3 inh,A549 tox,CCT modulator,HepG2 tox,ATXN viability,Nrf2 inh,Akt phos inh,Mm-Cpn inhibitor
COc1ccccc1N(C)S(=O)(=O)c1ccc(C(=O)OCC(=O)NCCC2=CCCCC2)cc1,-0.7%,4%,-1%,-0.9,-2%,i,?,i,1%
CCC(=O)NC(=S)Nc1ccc(NC(=O)c2ccco2)c(OC)c1,1.9%,-8%,13%,3.0,-3%,i,?,i,0%
CC(=O)N1CCN(C(=S)NC(=O)c2c(-c3ccccc3Cl)noc2C)CC1,-0.7%,14%,2%,-0.3,2%,i,-26%,i,0%
COc1ccc(-n2cc(CN(C)Cc3n[nH]c(=O)[nH]3)c(-c3cccc(F)c3)n2)cc1,2.1%,0%,-2%,1.2,1%,i,10%,i,-1%
C(=C\c1ccccc1)/CN1CCN(Cc2ccc3c(c2)OCO3)CC1,1.6%,-14%,6%,-0.7,-14%,i,-5%,i,-4%
CCS(=O)(=O)c1nc2ccccc2n1CC(=O)N1CCCCC1,-0.5%,-1%,-19%,1.5,5%,i,.,i,3%
COc1ccc(NC(=O)CCNS(=O)(=O)c2ccc(Cl)c([N+](=O)[O-])c2)cc1S(N)(=O)=O,6.7%,-6%,0%,0.9,15%,i,0%,i,0%
CN(Cc1cnccn1)C(=O)C1CCC(=O)N(CCc2ccc(Cl)cc2)C1 (stereo unspecified),-0.4%,2%,-2%,2.0,3%,i,2%,i,2%
S=C(NCc1ccco1)NCC(c1ccco1)N1CCCCC1 (stereo unspecified),2.2%,16%,2%,-0.8,-4%,i,0%,i,-1%
O=[N+]([O-])c1ccc2nc(-c3ccccc3)n(OCc3ccc(Cl)cc3)c2c1,7.7%,0%,-8%,-3.6,-19%,i,13%,i,0%
COC(=O)c1c(NC(=S)NNS(=O)(=O)c2ccc(OC)cc2OC)sc2c1CCCCCC2,0.4%,?,-4%,2.4,-38%,i,5%,i,0%
COc1ccc(/C=N/Nc2nccnc2Cl)cc1,-1.6%,0%,1%,-2.2,7.9µM*,i,?,i,1%
Cc1cc(C(=O)NN=C2CCCCCC2)c(C)o1,0.2%,16%,7%,-1.7,1%,i,2%,i,-1%
O=C(Nc1cccc(Cl)c1)c1ccc(NCCCN2CCOCC2)c([N+](=O)[O-])c1,?,?,-23%,0.5,-40%,?,?,i,0%
COc1cc(OC)cc(C(=O)OCCCOC(=O)c2cc(OC)cc(OC)c2)c1,0.2%,61%[activator],2%,-0.8,2%,i,-3%,i,0%
CCOC(=O)C1(CCOc2ccccc2)CCN(C(=O)c2ccc(-n3cccn3)cc2)CC1,2.6%,?,?,0.3,-27%,i,?,i,0%
COc1cc(/C=C/C(=O)OCC(=O)NCCCc2ccccc2)ccc1O,9.1%,4%,-1%,0.0,-3%,i,1%,i,-2%
O=C(NCCCN1CCOCC1)c1ccc2c(=O)n(Cc3cccc(Br)c3)c(=S)[nH]c2c1,2.7%,-27%,-5%,0.3,-35%,i,-2%,i,0%
COc1ccc2[nH]cc(C(=O)CN3CCN(C(=O)c4ccco4)CC3)c2c1,-0.5%,26%,-5%,0.3,-62%,i,-10%,i,-10%
CCOc1ccc(NC(=S)N2CCC(NC(=O)c3ccccc3)CC2)cc1,-0.4%,-26%,1%,0.4,-46%,i,3%,i,1%
CCN(CC)C(=O)C1=C(C)N(Cc2ccccc2)C(=O)C(CC(=O)NC2CCCCC2)C1 (stereo unspecified),-0.1%,-2%,.,1.7,5%,i,.,i,.
O=S(=O)(c1ccc(Br)cc1)N1CCOCC1,.,8%,0%,.,-2%,.,27%,.,.
COc1cccc(-c2nn(-c3ccc(C)cc3)cc2C(=O)NCC(c2cccs2)N2CCOCC2)c1 (stereo unspecified),-0.4%,14%,2%,1.9,0%,i,1%,i,-21%
CN(C)c1ccc(/C=N/N=C2/NC(=O)/C(=C/c3ccc([N+](=O)[O-])cc3)S2)cc1,3.9%,-10%,-17%,1.0,-22%,i,-13%,i,1%
COc1ccc(NC(=O)C2COc3ccccc3C2)cc1Cl (stereo unspecified),0.7%,19%,6%,.,-2%,i,.,.,.

# Looked up above.
# In Nrf2 inh, COc1cccc(-c2nn(-c3ccc(C)cc3)cc2C(=O)NCC(c2cccs2)N2CCOCC2)c1 (stereo unspecified) is listed with 1%
# In HepG2 tox, CN(C)c1ccc(/C=N/N=C2/NC(=O)/C(=C/c3ccc([N+](=O)[O-])cc3)S2)cc1 is listed with -22%

# The main list resumes with the 4 entries that preceded the break.
SMILES,Nrf2 activator,TGFb SMAD3 inh,A549 tox,CCT modulator,HepG2 tox,ATXN viability,Nrf2 inh,Akt phos inh,Mm-Cpn inhibitor
O=S(=O)(c1ccc(Br)cc1)N1CCOCC1,.,8%,0%,.,-2%,.,27%,.,.
COc1cccc(-c2nn(-c3ccc(C)cc3)cc2C(=O)NCC(c2cccs2)N2CCOCC2)c1 (stereo unspecified),-0.4%,14%,2%,1.9,0%,i,1%,i,-21%
CN(C)c1ccc(/C=N/N=C2/NC(=O)/C(=C/c3ccc([N+](=O)[O-])cc3)S2)cc1,3.9%,-10%,-17%,1.0,-22%,i,-13%,i,1%
COc1ccc(NC(=O)C2COc3ccccc3C2)cc1Cl (stereo unspecified),0.7%,19%,6%,.,-2%,i,.,.,.
O=C(Nc1ccc(Cl)cc1F)C1CC1c1ccccc1 (stereo unspecified),0.3%,-11%,-1%,-2.4,-9%,i,10%,i,-3%
CCCn1c(C)cc(C(=O)CSc2nc3ccccc3c(=O)n2Cc2ccco2)c1C,5.0%,-6%,-15%,1.1,27%,i,?,i,0%
O=C(NCc1ccc2c(c1)OCO2)c1cccnc1Cl,-0.7%,3%,-6%,-0.1,1%,.,-17%,i,2%
COc1ccc(C)cc1NC(=O)CCN1CC(C)OC(C)C1 (stereo unspecified),0.0%,-6%,6%,0.8,-22%,i,0%,i,2%
CN1CCN(Cc2cccc(Oc3ccccc3)c2)CC1,-0.6%,-8%,3%,3.2,-3%,i,4%,i,2%
O=C(Nc1cccc(-c2cn3cccnc3n2)c1)c1ccc(Br)o1,2.3%,21%,-6%,-0.5,-4%,i,-11%,i,-4%
NC(Cc1cnc[nH]1)c1csc(Nc2ccc(C(F)(F)F)cn2)n1 (stereo unspecified),3.7%,20%,.,2.3,-22%,i,.,i,.
COc1ccc(-n2nnnc2C2CCN(S(=O)(=O)c3ccc(C)cc3)CC2)cc1,2.7%,-13%,-19%,.,-5%,.,?,.,.
O=C(NCc1ccco1)C1c2ccccc2Oc2ccccc21,0.6%,4%,21%,0.5,4%,i,.,i,2%
COC(=O)C1=C(C(=O)OC)[C@@H]2N(C)c3ccccc3[C@@]23C[C@@H](CO)N=C3N1,-0.8%,0%,3%,0.4,-22%,i,14%,i,.
Fc1ccccc1-c1nc(NCc2ccco2)c2ccccc2n1,6.5%,7%,-3%,-0.4,-1%,i,-14%,i,-1%
Cc1c(N/C=C/C(=O)C(F)(F)F)c(=O)n(-c2ccccc2)n1C,0.3%,3%,-2%,0.2,-4%,i,10%,i,-3%
Cc1ccc(-c2nnc(N3CCCCC3)c3ccccc23)cc1S(=O)(=O)N(C)C,0.1%,-2%,-3%,2.7,4%,?,?,i,0%
COc1ccc(CNC(=O)c2ccc(CS(=O)(=O)Cc3ccccc3F)o2)cc1,-1.1%,-15%,0%,0.0,-20%,i,-9%,i,1%
COc1cc(C2C(=O)c3ccccc3C2=O)ccc1O,5.0%,3%,-3%,-2.0,-5%,i,-26%,i,-1%
Cc1noc(C)c1CCC(=O)NC1CCCN(Cc2ccc(Cl)cc2)C1 (stereo unspecified),-1.5%,0%,18%,-0.8,-11%,i,-10%,i,1%
O=c1[nH]c2ccc(S(=O)(=O)N3CCN(C4CCCCC4)CC3)cc2[nH]c1=O,0.1%,-18%,8%,-5.2,-2%,i,3%,i,-1%
S=C(NCc1ccccc1)NCc1ccc2c(c1)OCO2,-1.3%,7%,0%,-2.0,-10%,i,0%,i,2%
COc1ccc(S(=O)(=O)N(C)c2ccc(C(=O)NCC3CCCO3)cc2)cc1OC (stereo unspecified),-0.5%,8%,7%,0.3,-2%,?,-7%,i,-1%
COc1ccc(C(=O)N/N=C\c2coc3ccccc3c2=O)cc1,-0.4%,-8%,?,-3.2,1%,.,-26%,i,0%
CC(C)c1ccc(S(=O)(=O)N(C)C2(C)CCS(=O)(=O)C2)cc1 (stereo unspecified),-0.6%,?,0%,-1.4,-4%,i,-32%,i,-6%
Cc1cccc(N2C(=O)CC(N3CCN(c4cccc(C(F)(F)F)c4)CC3)C2=O)c1 (stereo unspecified),-0.6%,2%,1%,-4.2,1%,i,?,i,1%
CCNC(=O)CC1C(=O)N(c2ccc(F)cc2)C(=O)N1CCc1ccc(OC)cc1 (stereo unspecified),0.2%,12%,-6%,0.0,2%,i,-2%,i,-14%
COc1ccccc1N1C(=O)Cc2ccccc2C1=O,-1.6%,10%,-1%,-3.4,-1%,i,9%,i,1%
Cc1ccc(S(=O)(=O)CCC(=O)Oc2ccc3c(C)cc(=O)oc3c2)cc1,-1.2%,-12%,-5%,-1.8,-16%,i,-6%,i,-12%
CC(=O)N1CCN(c2ccc(NC(=O)c3ccc(Br)o3)cc2Cl)CC1,3.7%,-11%,22%,1.1,-22%,i,4%,i,3%
